SRC3 TRFRET art – TR-FRET artefact, counter-screen to PPARgamma/SRC-3 agonist assay; PPARgamma/SRC-3 format; active compounds read high; TR-FRET ratio at 8 µM; actives 0.39% (n = 99,000); AID 1048; in the data active = TR-FRET ratio above about 2000; note: inactives centre near 1600; reference of the scale not given here
SRC1 TRFRET art – flags TR-FRET format artefacts in PPARgamma SRC-1 recruitment agonist screen; TR-FRET detection artefact counter-screen, emission ratio; active compounds read high; TR-FRET ratio at 8 µM; actives 0.34% (n = 99,000); AID 1051; in the data active = TR-FRET ratio above about 2300; note: inactives centre near 1800; reference of the scale not given here
Numbers without * were called inactive.

SMILES	SRC3 TRFRET art	SRC1 TRFRET art
COC(C(=O)NC1CCCCCCC1)c1ccccc1 (centres undefined)	1550	1876
Cc1cc(C)cc(-n2c(C)cc(C(=S)N3CCOCC3)c2C)c1	1504	1534
COc1ccc(/C=C2\SC(=O)N(CCC(=O)Nc3ccccc3)C2=O)cc1OC	1574	2167
CCN(Cc1ccccc1)c1c(C(=O)O)cnc2c1cnn2C	1622	2030
Nc1nnc(-c2ccccc2Cl)s1	1654	1781
O=C(Nc1ccccc1N1CCCCC1)c1ccc(-c2ccc(Cl)cc2)o1	1577	1646
CCN(CC)C(=O)CSc1nc2ccccc2c(=O)n1CCC(=O)NCCc1ccc(OC)c(OC)c1	1574	1741
Cc1cc(C)cc(OC(=O)C23CCC(C)(C(=O)O2)C3(C)C)c1 (centres undefined)	1410	1704
Cc1cc(C)nc(N/N=C/c2ccc(N3CCOCC3)cc2)n1	2035	1934
O=C(C1CCN(S(=O)(=O)N2CCCCC2)CC1)N1CCCCC1	1591	1708
C/C(CC(=O)c1ccccc1)=N\NC(=O)CC#N	1409	1695
O=S(=O)(Nc1nccs1)c1ccc(Br)cc1	1450	2006
O=C(NN1CCOCC1)c1ccc(S(=O)(=O)N2CCCCC2)cc1	1545	1939
Oc1ccccc1CNCc1ccccc1	1757	1889
Cc1cc(C)c2c(=O)[nH]c(SCC(=O)N3CCOCC3)nc2n1	1493	1465
N/C(Cc1ccc([N+](=O)[O-])cc1)=N\OC(=O)C1CCCCC1	1643	1722
CC(C)=NNc1nc2sc3c(c2c(=O)[nH]1)CC(C)(C)OC3	1443	1846
O=C1CCCC(=O)N1c1ccc(NCCOCCO)c([N+](=O)[O-])c1	1422	1996
CN(C)c1ccc(/C=N/NC(=O)CCC(=O)NCc2ccccc2)cc1	1515	1783
O=C(O)CC(CNS(=O)(=O)c1cccc2nsnc12)c1ccccc1 (centres undefined)	1603	1639
COc1ccc(NC(=S)NC2CCS(=O)(=O)C2)cc1 (centres undefined)	1528	1923
Cc1cc(C)c(S(=O)(=O)Nc2cccc(/C=C/C(=O)O)c2)c(C)c1	1609	1507
C#Cc1ccc([C@@H]2C=C(C(=O)N3CCN(Cc4ccc5c(c4)OCO5)CC3)O[C@H](OCC)[C@H]2CCCO)cc1	1431	1572
COc1cc2c(cc1OC)C(NC(=O)C(F)(F)F)C/C2=N\O (centres undefined)	1619	2010
Cc1noc(C)c1S(=O)(=O)N1CCC(C(=O)N2CCN(Cc3ccc4c(c3)OCO4)CC2)CC1	1560	1828
CCn1cc(CNC(=O)NC2CCCCC2)c(C)n1	1648	1667
O=C(O)c1cc(-c2cccs2)[nH]n1	1683	2029
COc1ccc(CC(=O)OCC(=O)Nc2cc(S(=O)(=O)N3CCOCC3)ccc2N2CCCC2)cc1	1510	1741
COC(=O)c1ccc(NCCC(=O)O)cc1	1661	1698
CCOc1ccccc1NC(=O)NC(=O)N(C)S(=O)(=O)c1ccc(C)cc1	1668	1610
COC(=O)c1cccc(NC(=O)/C=C/c2ccc3c(c2)OCO3)c1	1613	1723
O=Cc1ccc2cccnc2n1	1771	1942
O=C(O)CCCc1ccccc1	1773	1688
O=C(CNC(=O)COc1ccccc1)NCCc1ccccn1	1513	1769
Cc1ccsc1-c1n[nH]c(=S)n1CC(C)C	1866	1825
CCOC(=O)c1c(OCCO)noc1N	1614	1826
Cc1ccnc(NC(=O)c2cc([N+](=O)[O-])cc([N+](=O)[O-])c2)c1	1883	2215
COc1cc(/C=C/C(=O)O)cc(S(=O)(=O)NCCO)c1OC	1535	1780
Cc1ccccc1/C=C/c1nc2ccccc2c(=O)n1Cc1ccccc1	1673	1863
O=C(c1ccccn1)N(c1ccccc1)C1(C(=O)NC2CCCCC2)CCCCC1	1671	1875
CCOc1cc(/C=N/NC(=O)c2cc(-c3cccnc3)nc3ccccc23)ccc1O	1563	2060
CC(C(=O)NC(C)(C)C)N1C(=O)c2cccc3cccc(c23)C1=O (centres undefined)	1612	1842
O=[N+]([O-])c1ccc(S(=O)(=O)NCCN2CCOCC2)cc1	1613	1713
COc1ccc([N+](=O)[O-])cc1NC(=O)c1cccs1	1491	1771
CCOC(=O)CNS(=O)(=O)c1cc(-c2nnc(Nc3ccc4c(c3)OCO4)c3ccccc23)ccc1C	1412	1689
COc1ccc(COc2cc(-c3cccc(OC)c3)nc3ccc(N)cc23)cc1	1653	1624
Cc1ccc([N+](=O)[O-])cc1NC(=S)NC(=O)c1ccco1	1722	1796
CC(C)Oc1ccccc1OCCCCn1cnc2ccccc2c1=O	1517	1724
COc1cc(CNCCN2CCOCC2)ccc1OCC(=O)NC(C)(C)C	1456	1809
CCN1CCN(C(=O)c2ccccc2Nc2ccc(SC(F)F)cc2)CC1	1394	1798

At a glance, two of the compounds above.
SMILES	SRC3 TRFRET art	SRC1 TRFRET art
Cc1ccc([N+](=O)[O-])cc1NC(=S)NC(=O)c1ccco1	1722	1796
CC(C)Oc1ccccc1OCCCCn1cnc2ccccc2c1=O	1517	1724

The list goes on.
SMILES	SRC3 TRFRET art	SRC1 TRFRET art
CCCC1(CCC)NC(=O)N(CC(=O)c2cc(C)n(-c3ccc4c(c3)OCO4)c2C)C1=O	1725	1923
Cc1cc(CNC(=O)COc2ccc([N+](=O)[O-])cc2)c2ccccc2n1	1424	1753
COc1ccc(CNC(=O)c2cccnc2Sc2ccc(C)c(C)c2)cc1	1495	1550
Cc1ccc(C2SCCN2C(=O)c2ccc([N+](=O)[O-])cc2)cc1 (centres undefined)	1652	1882
COCCn1c(=NC(=O)c2ccc3c(c2)OCCO3)sc2cc(S(N)(=O)=O)ccc21	1475	1897
CCOC(=O)C1=NNC2(c3ccc(Cl)cc3)C(=O)N(c3ccc(C)cc3)C(=O)C12 (centres undefined)	1603	2006
CCOC(=O)C(NC(=O)c1ccccc1Cl)(Nc1ccc(C(F)(F)F)cc1)C(F)(F)F (centres undefined)	1645	1739
CC(=O)OCC(=O)[C@@]1(O)[C@H](C)C[C@H]2[C@@H]3CCC4=CC(=O)C=C[C@]4(C)[C@@]3(F)[C@@H](O)C[C@@]21C	1615	1680
Cc1ccc(S(=O)(=O)n2c(=O)oc3ccccc32)cc1	1584	1738
CC(C)c1ccc(C2NC(=O)CCC2[N+](=O)[O-])cc1 (centres undefined)	1638	1596
COC(=O)c1ccc(SCC(=O)NC2CCCCC2)c([N+](=O)[O-])c1	1629	1786
COc1ccc(OC(=O)CN2C(=O)C3C4CCC(C4)C3C2=O)cc1 (centres undefined)	1468	1626
Cc1cc(F)c(F)c(C(=O)N2C(C)CCCC2C)c1Cl (centres undefined)	1641	1807
COc1ccccc1C(=O)C1CCCN(C(=O)c2cccc(-n3cccn3)c2)C1 (centres undefined)	1505	1678
O=C(O)CCCn1cc(NC(=O)c2ccc(F)cc2)cn1	1466	1731
COc1ccc(C(=O)NCC(=O)OCC(=O)N2CCc3ccccc32)cc1	1425	1627
O=C(NCc1ccco1)c1ccc(C(F)(F)F)cc1	1404	1717
N#Cc1ccccc1NC(=O)Nc1ccccc1	1343	1837
C=CCn1c(-c2ccccc2)cc(SC)c(C#N)c1=O	1429	1746
Cc1ccc(C(=O)N/C(=C\c2ccccc2)C(=O)OCc2ccccc2)cc1	1622	1951

The last 4 entries of the part above lead into the next:
SMILES	SRC3 TRFRET art	SRC1 TRFRET art
O=C(NCc1ccco1)c1ccc(C(F)(F)F)cc1	1404	1717
N#Cc1ccccc1NC(=O)Nc1ccccc1	1343	1837
C=CCn1c(-c2ccccc2)cc(SC)c(C#N)c1=O	1429	1746
Cc1ccc(C(=O)N/C(=C\c2ccccc2)C(=O)OCc2ccccc2)cc1	1622	1951
Cc1cc(NC(=O)CCC(=O)N(Cc2ccco2)C(C(=O)NCC2CCCO2)c2ccncc2)no1 (centres undefined)	1570	1819
COC(=O)Cc1csc(NC(=O)CSc2nnc3ccccn23)n1	1617	1778
CCOC(=O)N=Nc1c(O)n(CC(=O)OC)c2ccccc12	1683	1899
COC(=O)c1ccc2c(c1)N(C)CCS2	1718	1839
O=C(CSc1nnc(-c2ccccn2)n1Cc1ccccc1)N1CCOCC1	1348	1771
Cc1cccc(NC(=O)C(C)n2cc([N+](=O)[O-])cn2)n1 (centres undefined)	1588	1815
Cc1ccc(N2CCN(C(=S)Nc3ccccc3)CC2)cc1	1637	1698
COc1ccc(NCC(=O)N2CCCC2)cc1Cl	1642	1696
O=S(=O)(NCCCN1CCOCC1)c1ccc2c(c1)OCCO2	1534	1894
CC(C)CCN1CCN(Cc2cccc(C(F)(F)F)c2)CC1CCO (centres undefined)	1882	1668

Full records from above:
Record of COc1ccc(NCC(=O)N2CCCC2)cc1Cl : SRC3 TRFRET art = 1642; SRC1 TRFRET art = 1696
Record of CC(C)CCN1CCN(Cc2cccc(C(F)(F)F)c2)CC1CCO (centres undefined) : SRC3 TRFRET art = 1882; SRC1 TRFRET art = 1668
Record of O=S(=O)(NCCCN1CCOCC1)c1ccc2c(c1)OCCO2 : SRC3 TRFRET art = 1534; SRC1 TRFRET art = 1894

Next part.
SMILES	SRC3 TRFRET art	SRC1 TRFRET art
COc1ccc(C2C(C(=O)N3CCN(c4ccccn4)CC3)CCC(=O)N2c2cc(OC)c(OC)c(OC)c2)cc1 (centres undefined)	1613	1572
C=CCNCCCOc1ccc(C(C)(C)c2ccccc2)cc1	1582	1682
CC1CCN(c2nc(CN3CCCCC3)nc3scc(-c4ccccc4)c23)CC1	1605	1790
CNC(=O)c1csc(-c2ccc(Cl)cc2)n1	1690	1742
OCCNC(=S)NCCc1ccccc1	1612	1837
CCNC(=O)COC(=O)c1ccc(-n2nc(C)cc2C)cc1	1305	1951
COc1ccc(CCNC(=O)CSCc2ccc([N+](=O)[O-])cc2)cc1	1748	1965
Cc1cc(C)c(S(=O)(=O)CCC(C)C)c(=O)[nH]1	1562	1613
COC(=O)/C=C1/N/C(=N\c2nc(C)cc(C)n2)N(c2ccc(Cl)cc2)C1=O	1661	1677
Cc1ccc(/C(=N/Nc2nc3ccccc3s2)C2=C(O)c3ccccc3C2=O)cc1	1960	1861
Cc1ccc(-c2nnc3cccc(Cl)n23)cc1	1499	2083
Cc1ccc(NC(=O)C(=O)NCCN2CCN(C(=S)Nc3ccccc3)CC2)cc1	1572	1933
COC(=O)c1c(C)oc2ccc(N(C(=O)Oc3ccccc3)S(=O)(=O)c3ccccc3)cc12	1414	1782
O=c1c2cc(NC(=S)N3CCCC3)ccc2nc2n1CCCCC2	1373	1663
OCCNCc1cc(Br)ccc1OCc1ccccc1	1428	1712
O=c1c(C/C=C/c2ccccc2)c(O)ccn1CCc1c[nH]c2ccccc12	1451	1644
O=C(Nc1ccccc1Br)c1ccc(OC(=S)N2CCOCC2)cc1	1593	1970
CCOc1ccc(CCNC(=O)CCC(=O)Nc2ccc3nc(N4CCN(C)CC4)cc(C)c3c2)cc1OCC	1601	1948
O=C(Nc1ccc(NC(=O)c2cccs2)cc1Cl)c1ccco1	1635	1764
O=C(Nc1ccccc1)Nc1nnc(/C=C/c2ccccc2Cl)s1	1587	1634
CC(C)N(C(=O)COC(=O)CNS(=O)(=O)c1ccccc1F)c1ccccc1	1436	1877
O=C(c1ccc(OC2CCN(C(=O)c3cccnc3)CC2)cc1)N1CCCCCC1	1393	1439
O=c1cc(CNc2ccc(Br)cc2)nc2sccn12	1440	1792
Cc1ccccc1Cn1ccc(NC(=O)c2nn3cccnc3c2Cl)n1	1243	1822
Cc1cccc(-c2c(O)cc(=O)[nH]c2Cl)c1	1715	1929
CS(=O)(=O)c1ccc(S(=O)CC(=O)Oc2ccc(Cl)cc2)c([N+](=O)[O-])c1 (centres undefined)	1451	1654
CONC(=O)Nc1ccccc1[N+](=O)[O-]	1346	1836
c1ccc(CNc2nc(-c3cccs3)nc3ccccc23)nc1	1620	1431
C/C(=N\NC(=O)c1cc(-c2cccs2)nc2ccccc12)c1ccccn1	1795	2013
Cc1ccccc1NC(=O)/C(C#N)=C\c1cn(CC(=O)O)c2ccccc12	1761	1640
COc1ccc(N2CCN(C(=O)c3ccc(N(C)S(=O)(=O)c4ccc(C)cc4)cc3)CC2)cc1	1557	1617
Cc1cccc(S(=O)(=O)Nc2ccc(-c3nc4ccc(C)cc4s3)cc2)c1	1493	1684
O=c1oc2ccccc2cc1-c1ccc(O)cc1	1404	1657
Cc1cc2nnc(SCC(=O)N3CCOCC3)n2c2ccccc12	1713	1671
O=C(CSc1ccccc1)NCCSCc1ccccc1	1694	1933
COc1c(F)c(F)c(C(=O)Nc2c(C)cc(Br)cc2C)c(F)c1F	1534	1685
O=C(NC(=S)Nc1cc(C(F)(F)F)ccc1N1CCOCC1)c1ccc(-c2cccc(Cl)c2)o1	1492	1644
COCCNC(=O)c1ccccc1NC(=O)c1ccc(OC)c(OC)c1	1612	1686
C#CCOc1c(Cl)cc(/C=N/O)cc1OC	1527	1751
Cc1ccc(NC(=O)CN2CCCCCC2)cc1Br	1553	1638
CC(C)OCC1Cn2c(nc3c2c(=O)n(C)c(=O)n3C)O1 (centres undefined)	1525	1666
COc1cccc(NC(=O)C2CCC(CNS(=O)(=O)c3cccs3)CC2)c1 (centres undefined)	1653	1793
COc1ccc(NC(=O)Cc2c(C)n(C(=O)c3ccc(Cl)cc3)c3ccc(OC)cc23)cc1	1717	1691
Cc1cc(C)c(-c2csc(NC(=O)COC(=O)c3ccc4c(c3)OCO4)n2)c(C)c1	1688	1940
COc1ccc(NC(=O)c2ccc(-c3ccccc3)cc2)cc1S(=O)(=O)N1CCOCC1	1796	1847
COc1cccc(NC(=O)c2cccc(C)c2[N+](=O)[O-])c1	1635	1749
O=C(COC(=O)CCSc1ccccc1)Nc1ccc(F)cc1Cl	1906	1828
CCC(=O)OCCn1c(=O)c2ccccc2c2ccccc2c1=O	1782	1712
O=[N+]([O-])c1ccc(N2CCCCC2)c(-c2nn[nH]n2)c1	1708	2039

Bioassay records (PubChem)

An excerpt. The share of hits here may be higher or lower than overall.
